Compound activity deposited in PubChem by Broad Institute.
C2C12 statin: protects C2C12 myotubes from simvastatin toxicity. ATP luminescence, 48 h; scaled: DMSO 0, geranylgeraniol control 100. rescue of ATP level, % at 7.49 µM. 330,000 tested, 0.78% active. AID 602340;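 active means mean ATP rescue above about 67%, or every replicate alone reaching that limit, limit read from the data, passing the limit was not always enough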;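 further: myotubes were challenged with 10 µM simvastatin during compound exposure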
PglD DTNB: PglD (C. jejuni) enzyme inhibition | purified PglD enzyme, DTNB colorimetric CoA detection | inhibition, % at 12.5 µM | 360,000 tested, 0.098% active | AID 602405; in the data active means inhibition above about 16%, passing the limit was not always enough; further: strong numbers were not always called active
An asterisk follows results filed as active. Not all compounds are listed, so the mix of outcomes need not match the whole.

Start of the listing, in advance, 30 compounds:
SMILES	C2C12 statin	PglD DTNB
CCCc1nnc(NC(=O)CN2C(=O)C3C4C=CC(C4)C3C2=O)s1 (stereo unspecified)	4.9	-6.9
CCN(CC)C(=O)Oc1ccc(NC(C)=O)cc1	19.0	6.3
CCOC(=O)C(C(=O)NCc1cccc(OC)c1)c1ncc(C(F)(F)F)cc1Cl (stereo unspecified)	12.8	1.4
CCn1nc(C(=O)OCC(=O)NCCN2C(=O)CSC2=O)c2ccccc2c1=O	-4.3	-1.8
O=C(OCC(=O)N1CCc2ccccc21)c1ccccc1	17.6	-5.2
CCn1c(C(C)NC(=O)c2ccc(OC)c(OC)c2)nc2ccccc21 (stereo unspecified)	4.9	-1.0
COc1ccc2c(c1OC)C(=O)N(c1ccccn1)C2	100.7*	-0.9
CCOC(=O)c1snc(-c2ccc(F)cc2)c1N	1.5	0.6
Cc1nc(CCNS(=O)(=O)c2cccs2)cs1	-7.9	-1.1
O=C1NCCCc2c1oc1ccc(O)cc21	6.8	5.1
COc1ccc(OCC(=O)Nc2cccc3ncccc23)cc1	5.7	-2.3
CCN(C(=O)c1ccc(C(C)(C)C)cc1)c1nnc(Cn2nnc3ccccc32)s1	-29.7	-0.2
COc1nc(-c2ccccc2)ccc1-c1noc(-c2cccnc2)n1	-12.1	6.3
O=C(CS(=O)CC(=O)N(CC(=O)NC1CCCC1)C1CCCC1)Nc1ccc(F)cc1 (stereo unspecified)	-8.0	-1.6
Cc1ccc(C)c(N2CCN(C(=O)CN3C(=O)c4ccccc4C3=O)CC2)c1	3.4	0.5
COC(=O)c1ccccc1NC(=O)Oc1ccc(F)cc1	-23.5	1.4
CC(=O)c1cn(CC(=O)Nc2ccccc2C)c2ccccc12	22.6	-2.0
CCOc1ccc2c(C)c(C(=O)O)oc2c1OCC	5.3	3.5
CN(C)c1ccc(-c2ccccc2)nn1	-13.3	-3.2
CC(C)(C)c1ccc(C(=O)NCc2ccc(Cl)cc2)cc1	-4.9	-2.6
CCS(=O)(=O)NCCc1cc2c(OC)ccc(OC)c2[nH]c1=O	10.9	4.1
Clc1ccc(C2=C3CCCCn4c(-c5ccccc5)c[n+](c43)C2)cc1	2.9	-1.4
CC1=CC(C)(C)N(S(=O)(=O)c2ccc(F)cc2)c2ccc(C)cc21	-57.5	-3.8
O=C(Oc1c(Cl)cc(Cl)c2cccnc12)N1CCOCC1	-6.7	1.4
c1ccc(COc2ccc(CN3CCN(c4ccccn4)CC3)cc2)cc1	4.4	6.6
COc1ccc(-c2nn3c(-c4ccco4)nnc3s2)cc1OC	-32.6	2.2
CN(C)c1ccnc2sc(C(=O)NCc3ccccc3)c(N)c12	12.9	-0.1
CCCc1cc2c(=O)c(-c3ccc4c(c3)OCCO4)c(C)oc2cc1OS(C)(=O)=O	-5.1	-9.8
COc1ccc(-n2nc(C(=O)c3cccs3)cc(-c3nc4ccccc4[nH]3)c2=N)cc1	-7.4	-2.3
CCOC(=O)Cc1csc(NC(=O)CS(=O)(=O)Cc2ccccc2)n1	-0.2	-1.2

Main list, from the start:
SMILES	C2C12 statin	PglD DTNB
CCCc1nnc(NC(=O)CN2C(=O)C3C4C=CC(C4)C3C2=O)s1 (stereo unspecified)	4.9	-6.9
CCN(CC)C(=O)Oc1ccc(NC(C)=O)cc1	19.0	6.3
CCOC(=O)C(C(=O)NCc1cccc(OC)c1)c1ncc(C(F)(F)F)cc1Cl (stereo unspecified)	12.8	1.4
CCn1nc(C(=O)OCC(=O)NCCN2C(=O)CSC2=O)c2ccccc2c1=O	-4.3	-1.8
O=C(OCC(=O)N1CCc2ccccc21)c1ccccc1	17.6	-5.2
CCn1c(C(C)NC(=O)c2ccc(OC)c(OC)c2)nc2ccccc21 (stereo unspecified)	4.9	-1.0
COc1ccc2c(c1OC)C(=O)N(c1ccccn1)C2	100.7*	-0.9
CCOC(=O)c1snc(-c2ccc(F)cc2)c1N	1.5	0.6
Cc1nc(CCNS(=O)(=O)c2cccs2)cs1	-7.9	-1.1
O=C1NCCCc2c1oc1ccc(O)cc21	6.8	5.1
COc1ccc(OCC(=O)Nc2cccc3ncccc23)cc1	5.7	-2.3
CCN(C(=O)c1ccc(C(C)(C)C)cc1)c1nnc(Cn2nnc3ccccc32)s1	-29.7	-0.2
COc1nc(-c2ccccc2)ccc1-c1noc(-c2cccnc2)n1	-12.1	6.3
O=C(CS(=O)CC(=O)N(CC(=O)NC1CCCC1)C1CCCC1)Nc1ccc(F)cc1 (stereo unspecified)	-8.0	-1.6
Cc1ccc(C)c(N2CCN(C(=O)CN3C(=O)c4ccccc4C3=O)CC2)c1	3.4	0.5
COC(=O)c1ccccc1NC(=O)Oc1ccc(F)cc1	-23.5	1.4
CC(=O)c1cn(CC(=O)Nc2ccccc2C)c2ccccc12	22.6	-2.0
CCOc1ccc2c(C)c(C(=O)O)oc2c1OCC	5.3	3.5
CN(C)c1ccc(-c2ccccc2)nn1	-13.3	-3.2
CC(C)(C)c1ccc(C(=O)NCc2ccc(Cl)cc2)cc1	-4.9	-2.6
CCS(=O)(=O)NCCc1cc2c(OC)ccc(OC)c2[nH]c1=O	10.9	4.1
Clc1ccc(C2=C3CCCCn4c(-c5ccccc5)c[n+](c43)C2)cc1	2.9	-1.4
CC1=CC(C)(C)N(S(=O)(=O)c2ccc(F)cc2)c2ccc(C)cc21	-57.5	-3.8
O=C(Oc1c(Cl)cc(Cl)c2cccnc12)N1CCOCC1	-6.7	1.4
c1ccc(COc2ccc(CN3CCN(c4ccccn4)CC3)cc2)cc1	4.4	6.6
COc1ccc(-c2nn3c(-c4ccco4)nnc3s2)cc1OC	-32.6	2.2
CN(C)c1ccnc2sc(C(=O)NCc3ccccc3)c(N)c12	12.9	-0.1
CCCc1cc2c(=O)c(-c3ccc4c(c3)OCCO4)c(C)oc2cc1OS(C)(=O)=O	-5.1	-9.8
COc1ccc(-n2nc(C(=O)c3cccs3)cc(-c3nc4ccccc4[nH]3)c2=N)cc1	-7.4	-2.3
CCOC(=O)Cc1csc(NC(=O)CS(=O)(=O)Cc2ccccc2)n1	-0.2	-1.2
O=C(O)C1C(c2ccccc2)C(C(=O)OCCCO)C1c1ccccc1 (stereo unspecified)	-1.4	0.9
Cc1nc(NCCc2ccc(S(N)(=O)=O)cc2)c2c(C)c(C)sc2n1	-15.2	0.4
Cc1nc(N)sc1C(=O)N/N=C/c1c[nH]c2ccccc12	1.1	5.9
CC1(C)CC(=O)C2=C(C1)OC1=C(C(=O)CC(C)(C)C1)C2c1ccccc1	13.7	1.6
Cc1cc(Cl)ccc1OCC(=O)N1CCCCC1	-23.2	1.5
Cc1cccc2cc(CN(CC3CCCO3)C(=O)c3ccco3)c(=O)[nH]c12 (stereo unspecified)	8.4	-0.6
CC(=O)c1ccc(NC(=O)Cn2nc(C)cc2C)cc1	-0.8	0.7
[O-][N+]1=c2ccc(Nc3ccccc3)cc2=NC12CCCCC2	-11.6	-3.9
Cn1nnc2sc3c(c2c1=O)CCCC3	0.8	9.5
O=C(Oc1c(CN2CCOCC2)cc(Cl)c2cccnc12)c1ccc(F)cc1	-6.5	-1.8
CCOc1cc(C2C(C(=O)c3ccccc3)=C(C(=O)OC)Nc3nnnn32)ccc1O (stereo unspecified)	10.8	-8.3
CS(=O)c1ccccc1COC(=O)Nc1cccc(Cl)c1 (stereo unspecified)	-5.7	-0.7
CCOc1cc(CNc2ccc3[nH]c(=O)[nH]c3c2)ccc1OCC(=O)NC(C)(C)C	9.4	-5.3
O=S(=O)(c1ccc(N2CC=C(c3ccccc3)CC2)nc1)N1CCCC1	-0.6	3.4
COc1ccccc1N(C)S(=O)(=O)c1ccc(C(=O)NC(C)(C)C)cc1	-24.8	6.5
CCOC(=O)CSc1nnc([C@@H](NC(=O)OC(C)(C)C)C(C)C)o1	-3.6	11.1
CCOC(=O)CC1=C(C(=O)OCC)C(c2ccc(OC)c(OC)c2)C(C#N)=C(N)O1 (stereo unspecified)	7.1	-7.8
CCOC(=O)C(NCc1ccco1)(NC(=O)c1ccccc1)C(F)(F)F (stereo unspecified)	12.7	6.5
CCN1CCN(c2oc(-c3ccc(OC)cc3)nc2C#N)CC1	27.6	0.6
O=C(/C=C/c1ccccc1[N+](=O)[O-])Nc1cccc(S(=O)(=O)NC2=NCCCCC2)c1	7.4	-0.1
COc1ccc(CNc2nc(NCc3ccc(OC)c(OC)c3)n(C(=O)c3cccs3)n2)cc1OC	12.7	11.5
CSC1=C(C#N)C(c2ccc(Cl)cc2)C2=C(CC(C)(C)CC2=O)N1 (stereo unspecified)	-2.7	0.0
CCN(CC)CCn1c(=S)[nH]c2ccccc2c1=O	-0.8	-1.4
COC(=O)c1noc(-c2ccc(C)cc2)n1	-5.7	0.4
Cc1nc2sc(C#N)c(N)c2c2c1CCCC2	26.1	0.0
CCc1ccccc1OCCOc1ccc(C)cc1OC	-5.9	15.8
N#Cc1ccccc1OCC(=O)Nc1c(C(=O)C2CC2)oc2ccccc12	-11.5	-3.8
Cc1ccc(S(=O)(=O)n2cnc3ccccc32)cc1	-1.0	-4.8
CCOc1cc(/C=N\Nc2ccc([N+](=O)[O-])cc2)ccc1OCC(=O)Nc1ccc(C)c(C)c1	102.6*	-6.0
c1ccc(Cc2nnc3sc(-c4ccc5c(c4)OCO5)nn23)cc1	11.9	-1.9

The last 2 entries of the part before are carried over, then new ones follow.
SMILES	C2C12 statin	PglD DTNB
CCOc1cc(/C=N\Nc2ccc([N+](=O)[O-])cc2)ccc1OCC(=O)Nc1ccc(C)c(C)c1	102.6*	-6.0
c1ccc(Cc2nnc3sc(-c4ccc5c(c4)OCO5)nn23)cc1	11.9	-1.9
O=C(Nc1ccc(NC(=O)C2CCCCC2)nc1)c1ccco1	-33.1	-3.9
CCNC(=O)CN1c2cccc3cccc(c23)S1(=O)=O	-1.0	-4.4
Cc1oc(-c2cccc(Cl)c2)[n+]([O-])c1C	8.6	5.3
Cn1c(C(=O)O)c(CC(=O)Nc2ccc3c(c2)OCCO3)c2ccccc21	0.7	3.9
Cc1sc(-n2c(C)ccc2C)c(C#N)c1C	8.4	-1.8
CCOC(=O)N1CCN(C(=O)CSc2nnc(CNC(=O)c3ccccc3F)o2)CC1	-0.8	-4.8
COCCOC(=O)c1c(C)n(C)c2ccc(OC(=O)N3CCOCC3)cc12	0.7	12.7
C=CCNC(=O)CCCOc1cccc(C)c1	7.8	-1.0
COc1ccc(C(=O)NNC2=CC(=O)CC(C)(C)C2)cc1	16.0	-3.7
Cc1c(Cl)c(C(F)(F)F)nn1CC(=O)NCc1ccccc1	-18.3	1.4
COc1cccc(C(=O)Cn2c(N3CCCCC3)nc3c2c(=O)n(C)c(=O)n3C)c1	-18.5	5.1
Cc1c[n+]([O-])n(-c2ccc(C(=O)O)cc2)n1	-14.3	-7.6
CC(C)NC(=O)COC(=O)c1ccccc1Oc1ccccc1	-0.9	0.4
Cc1ccc(C(=O)CN(C(=O)c2ccc(Cl)c(Cl)c2)N2C(=O)C3CCCCC3C2=O)cc1 (stereo unspecified)	5.1	3.4
CC1CC(=O)c2cnc(Nc3cccc(C(F)(F)F)c3)nc2C1 (stereo unspecified)	-7.0	5.8
COc1cccc2sc(NC(=O)c3ccc(Br)s3)nc12	-20.3	1.5
N#Cc1ccccc1NC(=O)c1ccc2c(Cl)c3c(nc2c1)CCCC3	-14.8	0.5
COc1ccccc1-c1coc2c(CN3CCN(C)CC3)c(O)ccc2c1=O	-8.0	-2.7
O=C(NCc1cccs1)C1CCCN(S(=O)(=O)c2cccs2)C1 (stereo unspecified)	-0.7	0.9
CCCc1cc(-c2[nH]ncc2-c2ccc3c(c2)OCCCO3)c(O)cc1O	-18.0	4.6
C/C(=N/NC(=O)c1cccc(C)c1)c1c(O)cc(C)oc1=O	-6.2	0.7
CC(=O)OCC(OC(C)=O)C(OC(C)=O)C(OC(C)=O)C(=O)Nc1ccccc1C (stereo unspecified)	-19.5	7.5
CCOC(=O)c1c(C)oc(/N=C/c2ccccc2O)c1C#N	12.3	-3.3
Cc1cc(C)c(C#N)c(N2CCN(Cc3ccc4c(c3)OCO4)CC2)n1	16.0	-15.5
COc1cc(NC(=O)c2cc(C(C)C)on2)c(OC)cc1Cl	1.4	4.5
C=CCn1c(NCc2ccccc2)nc2ccccc21	5.4	-1.8
CCC1Nc2ncnc(N3CCc4ccccc4C3)c2N(Cc2ccc(Br)cc2)C1=O (stereo unspecified)	2.3	-3.8
COc1ccc(NC(=O)NC(C)(C(F)(F)F)C(F)(F)F)cc1	-14.6	1.4
Cc1ccc(C(=O)Nc2cc(=O)n(C)c(=O)n2C)o1	-1.0	0.5
CCn1c(SCCOc2ccc(OC)cc2)nnc1C(CO)NC(=O)c1ccc(OC)cc1 (stereo unspecified)	11.5	-4.3
N#Cc1cccc(NC(=O)c2ccccc2C(=O)O)c1	-12.1	-7.5
CCOC(=O)N1CCN(S(=O)(=O)c2cc(OCC(=O)NC3CCCCC3)c(C)cc2Cl)CC1	-10.9	3.5
O=C(CSCc1cccs1)N1CCCC1	1.4	5.1
CCOC(=O)CNC(=O)C(CC(C)C)NC(=O)C1CCCCC1 (stereo unspecified)	5.8	-1.9
O=C1C(=O)N(Cc2cccnc2)C(c2ccccn2)/C1=C(/O)c1ccc(Br)cc1 (stereo unspecified)	4.9	1.7
COc1ccc2cc(C)c3nnc(SCC(=O)Nc4nc(-c5ccccc5)cs4)n3c2c1	-23.5	2.6
